# PG9 Ab binder: small molecules binding HIV-1 gp120 antibody PG9 | TR-FRET gp120-PG9 antibody binding | 360,000 tested, 0.43% active | AID 624416 | inhibition, % at 6.7 µM; in the data active means inhibition above about 8.5%
# PRMT1 FP inh: blocks human protein arginine methyltransferase 1; AID 652257; 370,000 tested, 1.3% active; recombinant PRMT1, activity-based probe fluorescence polarization; inhibition, % at 2.79 µM;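 active means inhibition above about 21% made by adding two undisclosed values, limit read from the data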
# Target sequence (Q99873 whole entry, looked up): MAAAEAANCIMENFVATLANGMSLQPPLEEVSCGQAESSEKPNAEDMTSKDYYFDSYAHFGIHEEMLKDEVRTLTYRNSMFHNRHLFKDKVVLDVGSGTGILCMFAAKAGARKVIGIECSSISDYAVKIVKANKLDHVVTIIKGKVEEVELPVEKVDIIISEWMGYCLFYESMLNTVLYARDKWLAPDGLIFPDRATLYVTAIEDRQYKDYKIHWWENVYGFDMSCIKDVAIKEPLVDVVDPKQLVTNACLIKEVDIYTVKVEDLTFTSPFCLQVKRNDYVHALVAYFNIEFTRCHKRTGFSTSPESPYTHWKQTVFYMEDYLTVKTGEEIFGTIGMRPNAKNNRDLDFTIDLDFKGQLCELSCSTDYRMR
# NR1D1 modulator: modulators of human Rev-erb alpha DNA binding; 370,000 tested, 0.79% active; Rev-erbα–FITC-DNA binding, fluorescence polarization, 90 min; activity, % at 10 µM; P20393;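 active means activity above about 14%, limit read from the data; passing the limit was not always enough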;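 further: 0% = DMSO wells with 35 nM protein and 100% = DMSO wells with 750 nM protein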
# ABHD4 inh: inhibitors of mouse ABHD4. Q8VD66. purified mABHD4, FP-Rh probe fluorescence polarization. inhibition, % at 8.92 µM. 370,000 tested, 0.54% active;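 active means inhibition exceeding the mean over every tested compound plus 3 SD, cut at about 30% in these data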;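 further: 0% = plate median of compound wells and 100% = S159A mutant with DMSO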
# Target sequence (Q8VD66 whole entry, looked up): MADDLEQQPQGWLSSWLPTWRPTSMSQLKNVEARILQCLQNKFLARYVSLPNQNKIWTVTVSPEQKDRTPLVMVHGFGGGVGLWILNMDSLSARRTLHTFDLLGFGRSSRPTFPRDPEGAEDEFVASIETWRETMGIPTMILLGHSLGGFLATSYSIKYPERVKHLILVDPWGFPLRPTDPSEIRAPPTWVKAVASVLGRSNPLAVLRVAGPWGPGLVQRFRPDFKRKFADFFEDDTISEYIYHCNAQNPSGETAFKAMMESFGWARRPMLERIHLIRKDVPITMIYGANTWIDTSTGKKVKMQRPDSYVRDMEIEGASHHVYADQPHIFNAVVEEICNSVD
#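 Doses – 8.92 µM, single dose · Material – wild-type mouse ABHD4 protein · Replication – single well per compound (singlicate) · Measure – percent inhibition of probe binding, normalized to plate controls · Schedule – 45 min compound pre-incubation plus 60 min probe step, 25 °C · Detection – fluorescence polarization with parallel and perpendicular emission, 525/598 nm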
# TCR CD3 inh: inhibitors of human TCR-CD3 interaction; inhibition, % at 9.4 µM; 360,000 tested, 0.37% active; TAMRA-labeled TCR probe fluorescence, biochemical; in the data active means inhibition above about 19%;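 further: recombinant mutant TCR 2C K166C tagged with TAMRA read by polarization; 0% = receptor in buffer alone and 100% = receptor with positive control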
# rCAG binder: r(CAG) repeat RNA binding; TO-PRO-1 dye displacement fluorescence; inhibition, % at 3 µM; 370,000 tested, 1.3% active; AID 651821;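 active means inhibition above the plate cutoff, the mean of all test compounds on that plate plus 3 SD, cut at about 35% in these data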;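 further: 0% = DMSO alone and 100% = 100 µM mitoxantrone as full dye displacement; higher means more dye released from RNA so lower well fluorescence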
# LEDGF integ inh: blocks HIV-1 LEDGF/p75-dependent DNA integration; AID 743269; TR-FRET IN-LEDGF/p75 DNA integration, Eu/Cy5; inhibition, % at 3.7 µM; 370,000 tested, 0.64% active;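 active means inhibition above the screen-wide mean plus 3 SD, cut at about 13% in these data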;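 further: signal is the Cy5 over europium emission ratio at 671 and 618 nm; 0% = plate median of compound wells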
# SIAE primary: blocks human sialic acid acetylesterase; Q9HAT2; SIAE FP-Rh probe binding, fluorescence polarization; inhibition, % at 9.66 µM; 370,000 tested, 0.69% active;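 active means inhibition above a cutoff: mean of compounds within the control limits plus 3 SD of those, cut at about 17% in these data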;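 further: 0% = plate median of compound wells and 100% = probe without SIAE protein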
# HTRA1 inh: blocks human HTRA1 serine peptidase. recombinant HTRA1, FP-rhodamine activity-based probe, fluorescence polarization. inhibition, % at 5.96 µM. 340,000 tested, 0.5% active. AID 504803; in the data active means inhibition above about 36%;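 further: 0% = enzyme with DMSO and 100% = wells lacking enzyme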
# TDP2 inh: blocks human TDP2 phosphodiesterase activity | recombinant TDP2, T5PNP hydrolysis, p-nitrophenol absorbance 415 nm | inhibition, % at 12.8 µM | 370,000 tested, 0.34% active | AID 720702;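 active means inhibition above the mean of all tested compounds plus 3 SD, set per campaign, cut at about 25% in these data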;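 further: 0% = DMSO with enzyme and 100% = buffer with substrate but no TDP2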
#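 System – recombinant human TDP2 · Quantity – TDP2 enzyme at 120 nM final · Doses – single concentration, 12.8 µM nominal, with 1% DMSO · Incubation – 2 h at 37 °C · Measured by – epi absorbance of p-nitrophenol freed from T5PNP by hydrolysis · Read-out – % inhibition relative to enzyme-containing and enzyme-free wells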
# * = called active by the depositor; . = no result given; & = joins results of further samples. The list is partial (hit frequency here may not be typical).
nr	Molecule	PG9 Ab binder	PRMT1 FP inh	NR1D1 modulator	ABHD4 inh	TCR CD3 inh
1	COC(=O)CC1C(=O)NCCN1C(=S)NC(=O)c1ccccc1[N+](=O)[O-] (stereo unspecified)	-2.0	-3	0	13	-2
2	O=C(O)c1cccc(NC(=O)c2ccc(S(=O)(=O)c3ccccc3)cc2)c1	-2.1	0	-3	-30	3
3	CC(=O)CCC(=O)N1CCC(n2nccc2NC(=O)c2ccccc2C)CC1	-1.3	4	-1	2	-1
4	CCCOC(=O)c1c(NC(=O)CCCn2nc([N+](=O)[O-])cc2C)sc(C(=O)OC)c1C	0.0	3	-1	2	-4
5	CCOC(=O)N1CCC(Nc2cccc(SC)c2)CC1	-2.2	1	-1	9	0
6	COc1ccc(OC)c(CN2C(=O)c3ccccc3C2C(=O)NCc2cccnc2)c1 (stereo unspecified)	-0.7	3	0	4	-3
7	CC(C)Cn1c(SCC(=O)Nc2cccnc2Cl)nnc1-c1ccco1	1.7	1	-8	1	2
8	Cc1cccc2nc(CSc3ccccc3N)cn12	0.4	-1	-2	2	5
9	Cn1c(NC(=O)c2ccc(Cl)cc2)cc(=O)n(C)c1=O	0.4	-4	-4	-2	9
10	CC(=O)CC[C@@H]1CC[C@]2(CCCN(S(=O)(=O)c3ccccc3)C2)O1	.	-3	3	0	.
11	Cc1ccc(CSc2sc(C(=O)c3ccccc3)c(N)c2C#N)cc1	-1.4	3	1	-4	-5
12	COc1cc(OC)cc(C(=O)N2CCN=C2SCc2cccnc2)c1	-0.5	11	-7	-3	2
13	O=C(NCc1ccncc1)c1cc(F)c(F)cc1Cl	1.9	3	5	-4	-1
14	COC(=O)Cn1ncc(N2C3CC(CC(C)(C)C3)C2C)c(Cl)c1=O (stereo unspecified)	-0.4	1	-3	-3	7
15	CCOC(=O)C1=C(N)OC2=C(C(=O)CC(C)(C)C2)C1c1ccco1 (stereo unspecified)	-0.2	-4	0	6	-4

nr	rCAG binder	LEDGF integ inh	SIAE primary	HTRA1 inh	TDP2 inh
1	0	0	-4	3	13
2	8	2	-2	0	-14
3	-3	-3	13	4	0
4	0	-4	1	4	-4
5	-2	-2	1	-1	5
6	3	-3	-1	2	4
7	3	-4	-1	8	-2
8	-1	2	2	-7	0
9	-3	2	0	-3	6
10	0	1	-2	.	12
11	3	-5	-15	-49	-1
12	2	4	-6	-4	-10
13	0	-1	7	-1	-1
14	-2	1	2	-2	-3
15	2	1	8	1	-2

# Carrying on:
nr	Molecule	PG9 Ab binder	PRMT1 FP inh	NR1D1 modulator	ABHD4 inh	TCR CD3 inh
16	COC(=O)C(O)(CC(=O)Nc1ccc(Cl)cc1Cl)C(F)(F)F (stereo unspecified)	-2.7	-2	8	1	4
17	COc1ccc(Br)cc1CN(C)C(=O)c1ccccc1OCc1c(C)noc1C	-1.7	1	-1	-1	0
18	O=C(/C=C/c1ccccc1)OCN1C(=O)c2ccccc2C1=O	-2.2	-3	0	-1	0
19	COc1cccc(N2C(=O)CN(Cc3ccc(OC)c(OC)c3)C2=S)c1	-0.2	3	-1	-8	-4
20	O=C(CSc1nnc(-c2ccccn2)n1-c1ccc(Cl)cc1)Nc1cccc2ccccc12	.	-1	-3	-2	.
21	CSc1nsc(SCC(=O)Nc2cccc(C(=O)O)c2)n1	0.0	2	1	-5	6
22	COc1ccccc1N1CCN(CC(O)COc2cccc3ccccc23)CC1 (stereo unspecified)	-1.2&-0.2	5&-4	-6&2&-2	8&0	-8&5
23	COc1ccc(-c2cc(C(F)(F)F)nc(N3CCN(c4ccc(F)cc4)CC3)n2)cc1OC	-1.4	0	-4	6	2
24	COc1ccc(OC)c(CC(=O)N2CCc3cc(OC)c(OC)cc3C2)c1	-1.8	-5	4	4	0
25	NC(=O)NC(=O)CSc1nnc(-c2ccco2)n1Cc1ccccc1	-0.3	-1	2	0	-3
26	Cc1cc(C)nc(SCc2csc(-c3ccccc3)n2)n1	-0.7	1	6	-10	4
27	COc1ccccc1CNC(=O)CCCn1nc(C)n2ccnc2c1=O	0.8	-4	-3	-1	-4
28	Cc1cc(/C=C(\C#N)C(=O)N2CCOCC2)c(C)n1C1CCCC1	0.7	-2	-2	6	2
29	CN(C)c1cccc2c(C=C(C#N)C#N)ccc(N(C)C)c12	-4.9	4	3	6	-10
30	COc1cc(NC(=O)c2cc(Cl)ccc2Cl)ccc1-c1cc2ccccc2oc1=O	2.7	-3	6	-4	7

nr	rCAG binder	LEDGF integ inh	SIAE primary	HTRA1 inh	TDP2 inh
16	4	5	-3	4	-2
17	-8	-4	1	-6	-8
18	-5	-2	-4	-8	5
19	2	-1	-6	-3	-9
20	3	-1	-4	.	-4
21	3	1	-2	1	14
22	0&1	-1&-1	6&8	-3&2	0&-9
23	-1	0	3	1	7
24	-2	2	1	1	6
25	4	-3	-4	-2	-5
26	-5	0	-7	-19	0
27	2	4	0	-2	-7
28	-7	0	6	1	4
29	4	0	6	6	6
30	6	35*	-3	-2	1

# Additional compounds follow:
nr	Molecule	PG9 Ab binder	PRMT1 FP inh	NR1D1 modulator	ABHD4 inh	TCR CD3 inh
31	O=C(O)c1ccccc1C(=O)Nc1ccccc1	2.8	-1	-4	-3	-16
32	O=[N+]([O-])c1ccc(-c2cnc[nH]2)cc1	0.7	-1	-1	-1	-5
33	CC1(c2nnnn2Cc2ccccc2)CCSCC(=O)N1Cc1cccs1 (stereo unspecified)	.	1	-4	4	.
34	COc1ccc(C(=O)Nc2ccccc2C(=O)NCCN2CCOCC2)cc1OC	-3.3	25*	1	5	8
35	O=C(NCc1cccnc1)c1c(O)c2cccc3c2n(c1=O)CCC3	0.5	-9	-6	-5	5
36	Cc1ccnc(NC(=O)c2ccc(Cl)c([N+](=O)[O-])c2)c1	-1.5	1	1	-7	-2
37	O=C(COC(=O)CCc1nc2ccccc2s1)Nc1ncc(Cl)cc1Cl	-3.6	-1	0	2	2
38	CCOC(=O)c1[nH]c2ccccc2c1N=CN(CC)CC	-0.5	0	1	6	8
39	Cc1ccc(-n2nnc3c(=O)n(CC(=O)c4ccccc4)cnc32)cc1	0.6	4	6	-6	1
40	CCCCOc1ccc(C2(C)NC(=O)N(C)C2=O)cc1 (stereo unspecified)	0.8	-2	0	0	12
41	Cc1cccc(/C=N/NC(=O)c2ccc(F)cc2)n1	-3.7	-5	7	-6	-7
42	C/C(=N\Nc1ccccn1)c1ccc(C(C)C)cc1	-0.9	-2	5	0	5
43	CCOC(=O)C1C(c2ccc(C)o2)NC(=O)NC1(O)C(F)(F)F (stereo unspecified)	-0.6	7	7	-8	-7
44	COc1cccc(/C=N/NC(=O)c2nnn(-c3nonc3N)c2-c2cccs2)c1	0.5	-6	7	-5	6
45	CCCn1c(/C=C/c2cc[n+](C)cc2)nc2ccccc21	10*	9	-7	2	6

nr	rCAG binder	LEDGF integ inh	SIAE primary	HTRA1 inh	TDP2 inh
31	0	2	-5	5	-4
32	0	0	9	.	11
33	2	-3	5	.	-1
34	-6	-1	9	7	12
35	-5	2	10	-38	-9
36	0	3	1	-4	-8
37	4	2	1	-1	-2
38	-6	-2	-1	-6	-3
39	1	-2	-2	2	5
40	1	1	0	0	1
41	-2	-2	-6	3	8
42	-4	4	-2	-6	-2
43	-3	-1	-7	4	-6
44	2	2	-9	-12	-9
45	-10	-3	3	16	10

# Other entries:
nr	Molecule	PG9 Ab binder	PRMT1 FP inh	NR1D1 modulator	ABHD4 inh	TCR CD3 inh
46	O=C(Nc1sc2c(c1C(=O)O)CCCCC2)c1ccccc1F	-0.9	3	-1	6	-4
47	Cc1nn(Cc2ccccc2)c(Cl)c1/C=N/NC(=O)c1cccnc1	0.3	0	-1	5	7
48	CCCN(Cc1nnc(-c2ccccc2Cl)o1)C(=O)c1oc2ccccc2c1C	-1.3	3	0	-21	1
49	COc1ccccc1C(=O)Nc1ccc2c(c1)nc(CCNC(=O)c1ccco1)n2C	-1.4	0	5	8	0
50	CC1CCC(NC(=O)C2CCN(c3nc4ccccc4s3)CC2)CC1 (stereo unspecified)	-0.2	-1	-2	-2	-2
51	COc1ccc(NS(=O)(=O)c2cccc(C(=O)NNC(=O)c3cccc(NC(C)=O)c3)c2)cc1	-1.9	-1	-4	1	-1
52	COC(=O)CC1SC(=O)NC1=O (stereo unspecified)	-2.2	0	1	7	0
53	Cc1ccccc1C(=O)NN(C)c1nc2ccccc2nc1C(F)(F)F	-0.5	0	36*	3	2
54	COc1ccc(-c2nnc(SCC(=O)c3cccs3)o2)cc1	-5.0	-1	0	-5	6
55	COc1ccc(N=C2C(=Nc3ccc(OC)cc3)N(c3ccccc3)C(=S)N2C(=O)c2ccc(Cl)cc2)cc1	-1.5	-2	4	-4	1
56	Cn1cc([N+](=O)[O-])c(C(=O)NCC(=O)O)n1	-0.2	7	-2	3	0

nr	rCAG binder	LEDGF integ inh	SIAE primary	HTRA1 inh	TDP2 inh
46	36*	3	-4	-5	-9
47	-5	0	1	0	-3
48	1	-4	0	-40	-19
49	4	-4	-4	-6	1
50	0	0	13	-2	-2
51	9	-6	-7	-5	-8
52	1	0	1	6	3
53	4	0	-4	-3	-2
54	8	-1	2	2	1
55	6	1	2	-5	-2
56	4	-4	4	-1	-1

# Among those listed so far, these contain fluorine.
nr	Molecule	PG9 Ab binder	PRMT1 FP inh	NR1D1 modulator	ABHD4 inh	TCR CD3 inh
13	O=C(NCc1ccncc1)c1cc(F)c(F)cc1Cl	1.9	3	5	-4	-1
16	COC(=O)C(O)(CC(=O)Nc1ccc(Cl)cc1Cl)C(F)(F)F (stereo unspecified)	-2.7	-2	8	1	4
23	COc1ccc(-c2cc(C(F)(F)F)nc(N3CCN(c4ccc(F)cc4)CC3)n2)cc1OC	-1.4	0	-4	6	2
41	Cc1cccc(/C=N/NC(=O)c2ccc(F)cc2)n1	-3.7	-5	7	-6	-7
43	CCOC(=O)C1C(c2ccc(C)o2)NC(=O)NC1(O)C(F)(F)F (stereo unspecified)	-0.6	7	7	-8	-7
46	O=C(Nc1sc2c(c1C(=O)O)CCCCC2)c1ccccc1F	-0.9	3	-1	6	-4
53	Cc1ccccc1C(=O)NN(C)c1nc2ccccc2nc1C(F)(F)F	-0.5	0	36*	3	2

nr	rCAG binder	LEDGF integ inh	SIAE primary	HTRA1 inh	TDP2 inh
13	0	-1	7	-1	-1
16	4	5	-3	4	-2
23	-1	0	3	1	7
41	-2	-2	-6	3	8
43	-3	-1	-7	4	-6
46	36*	3	-4	-5	-9
53	4	0	-4	-3	-2
